Screening results (PubChem BioAssay)
GLP1R cytotox – qHTS of GLP-1 Receptor Inverse Agonists: Cytotox Screen. HEK293 cAMP-luciferase reporter cells, luminescence, 24 h. hit rate 0.13% among 410,000. Potency, µM (top dose mostly 38.3 µM), for inactives: top-dose activity change, negative = inhibition, hits mostly inhibitors;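 also: loss of luciferase light is scored as toxicity; potency is read from the fitted curve at half-maximal effect; % is scaled to controls: 0 for no effect and ±100 for the full control effect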
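Compound-treated cells are incubated 24 hr at 37 deg C under 5% CO2 after a 12 hour attachment period, then luciferase detection reagent is added and luminescence is measured following 12 min at room temperature; lowered signal indicates toxicity.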
PI5P4K alpha inh – qHTS for Inhibitors of phosphatidylinositol 5-phosphate 4-kinase (PI5P4K); max response, %; PI5P4Kalpha enzyme, ADP-Glo luminescence, 60 min; hits give low values; Phosphatidylinositol 5-phosphate 4-kinase type-2 alpha (Homo sapiens), P48426; hit rate 1.2% among 330,000; AID 652105, 2013; active = max response of -50% or lower; inconclusive = between -30% and -50%; inactive = -30% or higher; also: value at the top dose of about 77 µM; % is scaled to controls: 0 for no effect and ±100 for the full control effect
Target sequence (P48426 whole entry, looked up): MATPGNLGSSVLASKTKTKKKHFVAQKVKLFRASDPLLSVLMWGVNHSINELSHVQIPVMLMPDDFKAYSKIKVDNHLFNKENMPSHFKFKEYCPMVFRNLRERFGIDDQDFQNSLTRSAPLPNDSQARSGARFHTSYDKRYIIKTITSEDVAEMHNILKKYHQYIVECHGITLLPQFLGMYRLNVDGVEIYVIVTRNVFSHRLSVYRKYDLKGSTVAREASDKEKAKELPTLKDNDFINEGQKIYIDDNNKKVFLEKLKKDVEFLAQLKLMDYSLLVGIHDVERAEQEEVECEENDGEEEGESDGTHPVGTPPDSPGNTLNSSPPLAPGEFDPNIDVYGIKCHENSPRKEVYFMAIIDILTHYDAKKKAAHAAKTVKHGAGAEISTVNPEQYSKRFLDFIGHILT
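Single end-point luminescence (ADP-Glo) quantified ADP from PI5P4Kalpha turnover; ATP 5 microM final, 1 h at RT, 0.1% CHAPS and 0.28 mM EGTA in HEPES pH 7.4.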
GLP1R inv ag – qHTS of GLP-1 Receptor Inverse Agonists (Inhibition Mode) | Glucagon-like peptide 1 receptor (Homo sapiens), P43220 | HEK293 GLP-1R CRE-luciferase, luminescence, 24 h; GLP-1R form is constitutively active | Potency, µM (highest dose often 38.3 µM), inactives show at the highest dose activity change, negative = inhibition, actives largely listed as inhibitors | hit rate 1.6% among 410,000 | AID 624417, 2012; also: potency is read from the fitted curve at half-maximal effect; % is scaled to controls: 0 for no effect and ±100 for the full control effect; nearly all actives have a fitted effect of over 55% in size
Target sequence (P43220 whole entry, looked up): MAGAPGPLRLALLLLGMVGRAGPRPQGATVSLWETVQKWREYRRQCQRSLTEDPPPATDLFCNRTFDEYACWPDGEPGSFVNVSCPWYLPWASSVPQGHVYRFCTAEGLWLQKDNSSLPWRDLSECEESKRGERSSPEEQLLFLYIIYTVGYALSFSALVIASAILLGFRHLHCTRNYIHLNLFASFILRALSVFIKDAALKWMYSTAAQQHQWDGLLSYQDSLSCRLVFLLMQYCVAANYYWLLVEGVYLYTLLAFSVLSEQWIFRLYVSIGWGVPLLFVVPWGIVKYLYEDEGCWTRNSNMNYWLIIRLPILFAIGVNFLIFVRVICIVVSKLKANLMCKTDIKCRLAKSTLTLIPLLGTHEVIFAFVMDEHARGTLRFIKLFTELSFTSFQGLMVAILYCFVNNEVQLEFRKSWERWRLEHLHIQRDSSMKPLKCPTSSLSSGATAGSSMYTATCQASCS
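Inverse agonism was detected as reduced cAMP-driven luciferase luminescence after 24 h compound treatment. The cells were HEK293 clones expressing constitutively active human GLP-1R with the reporter. Reporter-only and GPR119 cell lines served as counterscreen controls.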
IL-2 act – qHTS of IL-2 Activators; IL-2 activation reporter assay, cell-based qHTS; stimulated with anti-CD3/CD4/CD28 beads; in transgenic mouse T cells; activation, % (series mostly up to about 46 µM); hit rate 0.065% among 360,000; in the data active = activation above about 50%; inconclusive = mostly about 30% to 49%; also: 0% is about no effect
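Readout: EGFP and DsRed signals by fluorescent plate cytometry. Unstimulated transgenic mouse T cells received compound 60 min before antibody-bead stimulation, then incubated 18 h at 37 degrees C.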
PLK1 PBD block – qHTS for Inhibitors of PLK1-PDB (polo-like kinase 1 - polo-box domain): Primary Screen; Serine/threonine-protein kinase PLK1 (Homo sapiens), P53350; Plk1 PBD binding of FITC phosphopeptide, fluorescence polarization; Potency, µM, for the others: max response, negative = inhibition, usual class: inhibitors; hit rate 2.8% among 360,000; AID 720504, 2013; also: potency is read from the fitted curve at half-maximal effect; series mostly up to about 57 µM; % is scaled to controls: 0 for no effect and ±100 for the full control effect; nearly all actives have a fitted effect of over 65% in size
GLP1R ag – qHTS of GLP-1 Receptor Agonists; Glucagon-like peptide 1 receptor (Homo sapiens), P43220; HEK293 GLP-1R CRE-luciferase, luminescence, 4-6 h; cells express a hypersensitive GLP-1R form; Potency, µM (series often up to 45.6 µM), for inactives: at the highest dose activation, hits mostly activators; hit rate 0.007% among 380,000; AID 624172, 2012; also: potency is read from the fitted curve at half-maximal effect; % of control where 0% means no effect
DRD3 agonist – qHTS of D3 Dopamine Receptor Agonist: qHTS. D(3) dopamine receptor (Homo sapiens), P35462. D3R DiscoveRx beta-arrestin cells, luminescence, 90 min. max activation, %. hit rate 0.58% among 410,000. AID 652048, 2013; in the data active = max activation above about 30%; also: 0% is about no effect; mostly tested at two doses, the higher about 12 µM
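Agonist-mode cell screen: cells plated at 1500/well and incubated overnight at 37 °C, then exposed to library compounds for 90 min at 37 °C. Detection reagent was added for 30–60 min at room temperature, and luminescence was read.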
D3 antag – qHTS of D3 Dopamine Receptor Antagonist: qHTS | D3R cells, DiscoveRx beta-arrestin luminescence, antagonist mode; hits give low values | max response, negative = inhibition, % | hit rate 2.5% among 360,000 | AID 652054, 2013; in the data active = max response below about -50%; inconclusive = no clear call, values can overlap the other calls; also: % is scaled to controls: 0 for no effect and ±100 for the full control effect; mostly tested at two doses, the higher about 12 µM
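Cells plated overnight at 1500 cells/well, then exposed to library compounds with dopamine controls for 90 minutes at 37 degrees C. DiscoveRx reagent added for 30–60 minutes at room temperature; luminescence read, quantitative HTS format.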
WRN helicase inh – qHTS for Inhibitors of WRN Helicase; Bifunctional 3'-5' exonuclease/ATP-dependent helicase WRN (Homo sapiens), Q14191; WRN helicase unwinding, fluorescent forked duplex, kinetic; Potency, µM (series often up to 114 µM), for inactives: at the highest dose activity change, negative = inhibition, actives largely listed as inhibitors; hit rate 0.46% among 360,000; also: potency is read from the fitted curve at half-maximal effect; % is scaled to controls: 0 for no effect and ±100 for the full control effect; nearly all actives have a fitted effect of over 55% in size
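Enzyme (20 nM final) and test compound sit together 15 min at room temperature before substrate addition. Substrate is a single-forked duplex oligonucleotide (100 nM) labelled with fluorophore and quencher, with 2 mM ATP; helicase unwinding raises red fluorescence, read kinetically.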
* hit, by the source's call; ? = inconclusive; . = no result given; ! = a repeat was not active; [ ] = dose if it differs, or a comment. Unless noted, calls follow the shape of the dose curve; as a rule, active = well fitted curve in the direction sought with a large enough effect; inconclusive = small, poorly fitted or top-dose-only effect, or another doubt; inactive = no such curve, though single readings can be large; an effect the other way counts as inactive or inconclusive. Some of the compounds tested; the hit share may differ from the screen's.

SMILES	GLP1R cytotox	PI5P4K alpha inh	GLP1R inv ag	IL-2 act	PLK1 PBD block	GLP1R ag	DRD3 agonist	D3 antag	WRN helicase inh
O=C(c1ccccc1)c1nn(-c2ccc(Cl)cc2)c(=O)cc1C(F)(F)F	?	-6.0	3.98µM*	-3.1	-8.2%	30.3%	-5.1	-15.7	2.9%
CC(NC1CCCCC1)C(O)C12CC3CC(CC(C3)C1)C2 (centres undefined)	-21.9%	.	0.0%	-0.8	-4.4%	3.5%	-17.1	-21.5	1.3%
Clc1ccc2c(c1)C(c1ccccc1Cl)=NCc1nncn1-2	-3.7%	5.5	-8.2%	4.1	-7.5%	14.7%	0.9	2.0	-14.8%
COc1ccc2c(C)c(CC(=O)N3C[C@H]4C[C@@H](C3)c3cccc(=O)n3C4)c(=O)oc2c1C	-1.9%	-1.4	-6.7%	-0.2	-14.2%	-6.5%	-49.1	0.0	7.3%
O=C(Cn1c(NCCCl)nc2ccccc21)c1ccc(Br)cc1	8.2%	0.1	?	0.6	-3.2%	-6.9%	-0.8	-1.2	-6.6%
O=C(CCC(=O)N1CCC2(CC1)OCCO2)Nc1nnc(C(F)(F)F)s1	-9.1%	.	13.8%	0.9	-2.7%	-5.8%	10.4	9.8	-2.6%
CCOc1ccc(NC(=O)CCNC(=O)N2C[C@H]3C[C@@H](C2)c2cccc(=O)n2C3)cc1	12.4%	0.9	?	0.2	-8.9%	16.9%	-19.5	-3.2	-2.4%
CCCCn1nnnc1C(c1cccc2ccccc12)N1CCC2(CC1)C(=O)NCN2c1ccccc1 (centres undefined)	?	2.0	?	0.3	-19.3%	-0.4%	-10.3	?	2.2%
CN(C)C1(CNC(=O)c2ccc(Cl)c(S(=O)(=O)NCc3ccco3)c2)CCCCC1	-12.8%	2.6	?	-2.7	-7.9%	-7.0%	-1.4	-9.9	5.9%
Cc1cc(C)cc(NC(=O)CCNC(=O)N2C[C@H]3C[C@@H](C2)c2cccc(=O)n2C3)c1	-5.3%	5.5	-7.5%	2.0	-8.5%	10.8%	-9.5	-22.3	2.8%
O=C(Nc1cccc(Cl)c1)c1c(O)c2c(n(Cc3ccco3)c1=O)CCCC2	4.4%	-1.5	-3.4%	-0.9	1.0%	-6.4%	6.0	23.0	7.0%
CN1C(=O)N(C)C(=O)C(CCc2ccncc2)(Cc2ccc3c(c2)OCO3)C1=O	3.0%	.	-5.3%	-1.4	0.6%	3.4%	16.1	2.6	48.1%[activator][57.1 µM]
COc1ccc(N2C(=O)CC(=O)NC2=O)cc1	-3.9%	.	7.5%	-1.2	-10.4%	-4.0%	-0.9	-17.6	-0.3%
O=C1Nc2cccnc2N(C(=O)CCl)c2ccccc21	?	3.1	?	-0.7	-3.6%	-3.2%	-12.4	-7.5	1.3%
CCOC(=O)[C@]12Cc3cc(OC)ccc3[C@H]1N(C)C(=O)c1ccccc12	4.9%	-7.1	19.6%	0.7	?	-3.4%	-3.5	-18.3	6.0%
CNCC(O)c1ccc(OC(=O)C(C)(C)C)c(OC(=O)C(C)(C)C)c1 (centres undefined)	-8.7%	20.8	61.3%[activator]	0.3	-13.8%	?	39.5*!	-3.8	7.7%
c1ccc2oc(-c3ccc4c(c3)CNCc3cnnn3-4)cc2c1	5.3%	18.7	32.8%[activator]	0.4	-5.0%	-0.7%	7.1	0.0	0.3%
Cc1ccc(N2C(=O)NC(=O)/C(=C\c3cccn3C(C)(C)C)C2=O)cc1	-2.3%	-2.2	17.9%	0.9	?	-0.4%	3.6	-2.4	2.8%
CC(C)CC(=O)NC(NC(=S)Nc1sc2c(c1C#N)CCCC2)C(Cl)(Cl)Cl (centres undefined)	?	-22.2	?	-1.5	-22.9%	-6.7%	-4.9	-83.2*	-16.8%
CCN(CC)CCOC(=O)c1ccc(N=Cc2c(O)[nH]c(=O)[nH]c2=O)cc1	-11.0%	-27.9	3.2%	0.4	-9.3%	-8.2%	-1.9	-16.4	2.2%
C/C(=N/OC(=O)N(C)C)c1ncc(C(F)(F)F)cc1N1CCOCC1	-22.4%	-4.6	4.2%	-1.0	-2.6%	-3.3%	0.7	2.9	5.0%
CCCn1c(C(=O)c2ccc(OC)cc2)nc2ccccc21	-13.9%	7.0	?	-0.4	-3.7%	7.4%	4.2	-10.3	0.3%
O=C(CSc1ccc(Cl)cc1)NC1=NN(c2ccccc2)C(=O)C1	-22.5%	?	?	-2.3	-8.1%	-0.2%	-4.9	0.4	-13.3%
Cc1cc(C)c2c(N)c(C(=O)NCC3CCCCC3)sc2n1	91.8%[activator]	1.7	55.5%[activator]	-0.1	-2.8%	?	-17.5	-5.9	-3.8%
Cc1c(OC(=O)N(C)C)ccc2c1O/C(=C\c1ccco1)C2=O	-4.5%	4.3	12.6%	-0.7	-8.4%	10.7%	2.3	-17.8	5.3%
(list continues)
SMILES	GLP1R cytotox	PI5P4K alpha inh	GLP1R inv ag	IL-2 act	PLK1 PBD block	GLP1R ag	DRD3 agonist	D3 antag	WRN helicase inh
O=C1CCC2(O)C3Cc4ccc(O)c5c4C2(CCN3Cc2ccoc2)C1O5 (centres undefined)	-11.7%	13.8	-5.3%	-2.2	-15.5%	1.5%	0.1	0.0	-21.5%
O=c1[nH]c(O)c(C=NC2CCCCC2)c(=O)[nH]1	7.0%	-2.3	1.1%	0.5	-1.0%	17.6%	1.7	9.5	1.5%
CCN(CC)CCCN=Cc1c(O)n(-c2ccccc2F)c(=O)[nH]c1=O	-4.7%	0.1	-4.4%	-0.4	-1.2%	-5.2%	-7.0	-14.2	6.1%
C=CCn1c(O)c(C(C)=Nc2ccc(N(CC)CC)cc2)c(=O)[nH]c1=O	-22.0%	.	-18.7%	1.7	-6.3%	5.8%	6.7	-20.9	3.9%
Nc1ccc2nc3c(c(Cl)c2c1)CCCC3	-15.0%	1.9	?	-2.7	-15.7%	?	1.8	-3.1	-2.5%
CC(C)(C)OC(=O)[C@H](Cc1ccccc1)NC(=O)c1nc[nH]c1C(=O)NC1CCN(C(=O)OC(C)(C)C)CC1	?	0.7	10µM*	-0.7	3.3%	-3.8%	1.4	10.6	0.2%
COC(=O)C1=C(c2cccc(OC)c2OC)C[C@@H]2CC[C@H]1N2C(=O)NCC1CC1	2.4%	-19.1	4.9%	0.9	-8.5%	-2.1%	-7.7	-8.6	0.8%
N#CC(C#N)=C(N)c1cccnc1	9.5%	4.8	1.2%	-0.6	2.4%	0.0%	-5.7	-8.3	3.7%
O=C(Nc1nccs1)c1c(O)c2c(n(Cc3ccco3)c1=O)CCCC2	6.8%	1.1	11.7%	-0.4	-15.6%	0.9%	0.0	1.7	1.9%
COc1cc(C[C@@H](C)N)c(OC)cc1I	2.7%	0.4	?	-0.6	-2.8%	-5.4%	-53.2	-24.5	8.1%
COc1ccccc1NS(=O)(=O)c1cc(NC(=O)c2ccc(Cl)nc2)ccc1N1CCCC1	-7.3%	?	?	-5.4	4.74µM*	-42.8%[inhibitor]	-14.1	-21.5	?
O=C(Cn1cnc2sc3c(c2c1=O)CCCC3)NCCC(=O)N1CCC2(CC1)OCCO2	8.9%	.	0.7%	-2.6	2.3%	1.7%	4.8	10.3	-0.5%
COCCOC(=O)c1c(N)n(Cc2ccc(OC)cc2)c2nc3ccccc3nc12	176.8%[activator]	4.6	7.9%	-2.6	-23.3%	14.6%	1.3	5.8	3.7%
C[C@]1(O)CCC2C3CC[C@H]4C[C@@H](OC(=O)CNC(=O)CN)CC[C@]4(C)C3CC[C@@]21C (some centres undefined)	7.5%	1.1	45.0%[activator]	0.1	-3.3%	6.2%	16.5	26.4	10.5%
Cc1nn(Cc2ccccc2)c(C)c1C(=O)OCC(=O)Nc1cc(S(C)(=O)=O)ccc1Cl	-2.1%	3.2	9.9%	1.2	-14.8%	0.5%	-4.4	-10.2	9.3%
Clc1ccccc1N1CCN(Cc2ccc3c(c2)OCO3)CC1	-17.6%	1.2	?	0.1	1.5%	7.9%	-14.4	-88.1*	-2.8%
Cc1cccc(N2C(=O)NC(=O)C3(Cc4cc(C)ccc4N(C)C3)C2=O)c1 (centres undefined)	-8.5%	6.4	0.6%	0.2	-22.6%	-1.8%	0.9	-0.6	-1.0%
CC(C)N1C(=S)SC(C)(C)C1NO (centres undefined)	?	-13.5	?	0.4	-7.5%	-20.5%	0.5	7.0	-11.2%
C=CC[C@@H](C)CC(=O)C(CCCN=[N+]=[N-])SOOc1ccccc1 (some centres undefined)	15.2%	5.9	-9.3%	-0.2	-8.1%	-5.4%	2.2	-15.2	-2.2%
CCc1nn(CC(=O)N2CCC3(CC2)OCCO3)c(=O)c2cc3ccccc3n12	-6.4%	-3.2	13.2%	-0.3	-13.0%	-2.7%	-3.6	5.2	5.9%
COC(=O)C1=C(c2ccc(S(C)(=O)=O)cc2)C[C@@H]2CC[C@H]1N2C(=O)NCc1ccc(C(F)(F)F)cc1	11.8%	1.1	11.0%	0.2	-17.4%	1.2%	-9.6	-15.0	1.7%
COC(=O)C1=C(c2cccc(C#N)c2)C[C@@H]2CC[C@H]1N2C(=O)NCCCOC(C)C	6.0%	-2.7	4.4%	0.0	-9.6%	-3.9%	-10.6	-14.3	3.9%
